High-throughput results: PubChem BioAssay, National Center for Advancing Translational Sciences (NCATS)
GLP1R inv ag: GLP-1 receptor (human) inverse agonism. HEK293 GLP-1R CRE-luciferase, luminescence, 24 h; GLP-1R form is constitutively active. Potency, µM (highest dose often 38.3 µM), for inactives: at the highest dose activity change, negative = inhibition, usual class: inhibitors. 410,000 tested, 1.6% active; also: % is scaled to controls: 0 for no effect and ±100 for the full control effect; nearly all actives have a fitted effect of over 55% in size
Target sequence (P43220 whole entry, looked up): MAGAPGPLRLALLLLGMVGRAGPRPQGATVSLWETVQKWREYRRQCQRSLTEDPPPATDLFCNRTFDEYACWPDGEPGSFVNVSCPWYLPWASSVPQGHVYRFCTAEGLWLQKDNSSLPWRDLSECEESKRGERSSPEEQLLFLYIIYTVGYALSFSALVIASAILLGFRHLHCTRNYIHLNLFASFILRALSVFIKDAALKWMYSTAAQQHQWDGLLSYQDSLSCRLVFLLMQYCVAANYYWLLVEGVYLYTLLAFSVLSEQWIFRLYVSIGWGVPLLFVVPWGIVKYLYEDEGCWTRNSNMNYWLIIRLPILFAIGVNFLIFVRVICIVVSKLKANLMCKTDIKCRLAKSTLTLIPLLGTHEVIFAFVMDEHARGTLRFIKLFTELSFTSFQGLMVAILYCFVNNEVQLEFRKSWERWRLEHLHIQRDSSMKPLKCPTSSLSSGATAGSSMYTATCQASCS
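Luminescence readout: a drop in cAMP-driven luciferase signal flags inverse agonism at a constitutively active GLP-1R stably expressed in HEK293. Compound exposure lasted 24 hr at 37 deg C, 5% CO2.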
SW480 rerep: DNA re-replication induction in SW480 cells. SW480 DNA re-replication, Hoechst DNA content imaging, 48 h. Potency, µM (titrated, usually from 46.1 µM), inactives show top-dose re-replication activation, hits mostly activators. 340,000 tested, 1.8% active; also: % of control where 0% means no effect; nearly all actives have a fitted effect of over 55% in size
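Treated cells incubate 48 hr (37 C, 5% CO2), are stained 40 min with Hoechst, and nuclear fluorescence is enumerated; a rise in nuclei with high DNA signal marks re-replication.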
HT1080NT lethal: kills 2HG-producing HT-1080-NT fibrosarcoma cells | Potency, µM (highest dose often 46.1 µM), inactives show top-dose activity, negative = less viability, usual class: cytotoxic | 360,000 tested, 1.6% active | HT-1080-NT fibrosarcoma viability, CellTiter-Glo ATP luminescence, 48 h | AID 686970;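 also: NT is the 2HG producing partner of a matched IDH1 knockdown line; 0% = DMSO-treated cells and -100% = media-only wells without cells; nearly all actives have a fitted effect of over 55% in size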
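Viability by CellTiter-Glo luminescence after 48 h compound exposure at 37C of HT-1080-NT cells (750/well, RPMI, 5% FBS). % activity scaled between DMSO wells and medium-only wells, then curve-fitted and categorized by curve class.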
HT1080 IDH1KD tx: kills HT-1080 cells with IDH1 knockdown; Potency, µM (titrated, usually from 46.1 µM), inactives show at the top dose activity, negative = toxicity, actives largely listed as cytotoxic; AID 686971; 360,000 tested, 2% active; HT-1080 IDH1 knockdown viability, ATP luminescence, 48 h;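 also: 0% = DMSO wells and -100% = cell-free medium wells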
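CellTiter-Glo luminescence after 48 h compound exposure at 37 degrees C of IDH1-knockdown HT-1080 cells in 5% FBS RPMI. %Activity scaled between DMSO wells and cell-free media wells, with curves fitted and assigned curve classes.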
TDP43 rescue: inhibitors of TDP-43 toxicity in yeast. AID 652104. 410,000 tested, 1.8% active. TDP-43 expressing yeast growth rescue, BacTiter-Glo, 24 h. Potency, µM (top dose mostly 46.1 µM), without a hit: at the highest dose growth rescue (activation), actives largely listed as activators; also: % of control where 0% means no effect; nearly all actives have a fitted effect of over 50% in size
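In this qHTS, compounds that restore growth of yeast expressing TDP-43 appear as activators. Cells (OD600=0.02, galactose medium, raffinose-pregrown) are incubated with compound 24 hr at 30 deg C and growth is quantified by BacTiter-Glo.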
GLP1R ag: agonists of human GLP-1 receptor; 380,000 tested, 0.007% active; HEK293 GLP-1R CRE-luciferase, luminescence, 4-6 h; cells express a hypersensitive GLP-1R form; Potency, µM (top dose mostly 45.6 µM), for the others: at the highest dose activation, hits mostly activators; AID 624172; also: % of control where 0% means no effect
GLP1R cytotox: cytotoxic in the GLP-1 receptor inverse agonist counter-screen; Potency, µM (highest dose often 38.3 µM), for the others: at the top dose activity change, negative = inhibition, usual class: inhibitors; 410,000 tested, 0.13% active; HEK293 cAMP-luciferase reporter cells, luminescence, 24 h;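 also: loss of luciferase light is scored as toxicity; % is scaled to controls: 0 for no effect and ±100 for the full control effect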
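Here, cytotoxicity is scored as loss of luminescence. The MLSMR collection was tested on cells seeded in medium containing 10% Nu serum, with a 24 hr compound exposure preceded by 12 hours of culture.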
KB-3-1 cytotox: kills parental KB-3-1 adenocarcinoma cells | KB-3-1 viability, CellTiter-Glo ATP luminescence, 72 h | Potency, µM (highest dose often 46.1 µM), for the others: at the top dose activity change, negative = cytotoxic, actives largely listed as cytotoxic | 400,000 tested, 1.4% active | AID 1347075; also: % is scaled to controls: 0 for no effect and ±100 for the full control effect; nearly all actives have a fitted effect of over 60% in size
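Luminescent ATP read-out (CellTiter-Glo) measures survival of drug-naive KB-3-1 cells after 72 h compound exposure at 37 °C. Titration series was screened from lowest to highest concentration, with DMSO vehicle plates as background controls.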
KB-V1 cytotox: kills drug-selected multidrug resistant KB-V1 cells; KB-V1 MDR cells viability, CellTiter-Glo, 72 h; Potency, µM (top dose mostly 46.1 µM), for the others: at the top dose activity change, negative = cytotoxicity, most hits filed as cytotoxic; 400,000 tested, 3.4% active; AID 1347076; also: % is scaled to controls: 0 for no effect and ±100 for the full control effect; nearly all actives have a fitted effect of over 60% in size
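KB-V1, DMEM (no phenol red) + 10% FBS; cpd pin-transferred, titration series; 72 h, 37 degrees C; CellTiter-Glo, luminescence. Data normalized, curve-fit.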
An asterisk follows results filed as active; u = inconclusive; x = no result given; [ ] = remark or other dose. Calls follow the shape of the dose curve; as a rule, active = well fitted curve in the direction sought with a large enough effect; inconclusive = small, poorly fitted or top-dose-only effect, or another doubt; inactive = no such curve, though single readings can be large; an effect the other way counts as inactive or inconclusive. Potency is read from the fitted curve at half-maximal effect.

SMILES	GLP1R inv ag	SW480 rerep	HT1080NT lethal	HT1080 IDH1KD tx	TDP43 rescue	GLP1R ag	GLP1R cytotox	KB-3-1 cytotox	KB-V1 cytotox
O=C(Nc1ccc(Cl)cc1F)c1cc(S(=O)(=O)N2CCCCC2)ccc1F	3%	0%	1%	4%	3%	12%	9%	22%	9%
Cc1ccc([C@H]2C(C(=O)O)=CC[C@@H](c3ccc(Cl)cc3)N2S(=O)(=O)c2ccc(C)cc2)cc1	u	-2%	-17%	-24%	-5%	-1%	-3%	0%	0%
CSCCC(NS(=O)(=O)c1ccccc1F)C(=O)OCc1ccccc1Cl (configuration not stated)	u	6%	-8%	-3%	10%	7%	1%	-1%	-97%
CCOc1cc(/C=N/NC(=O)CSc2nncn2C)ccc1OC(=O)c1ccc(Cl)cc1	-7%	1%	0%	1%	8%	7%	15%	-6%	-2%
N#Cc1cccc(C#N)c1Oc1ccc(S(=O)(=O)Nc2ccc(Cl)cc2)cc1	u	-21%	-5%	-5%	4%	1%	-9%	-17%	-39%
CCOc1cccc(OCCOCCN(C)Cc2ccccc2)c1	u	4%	-4%	-2%	9%	2%	-4%	0%	-3%
COc1cc2cc(CCCO)oc(=O)c2cc1OC	26%	u	13%	2%	33%	5%	-17%	-7%	7%
Nc1nc(Cl)cc(Nc2ccccc2Cl)n1	146%[activator]	-8%	1%	2%	22%	-3%	8%	u	-9%
CCc1ccc(OC(=O)/C=C/c2ccco2)cc1	28%	-12%	0%	1%	u	11%	3%	21%	15%
CC(=O)NC1C(=O)N(Cc2ccccc2)c2ccc(Br)cc21 (configuration not stated)	u	-2%	-3%	0%	4%	-3%	u	5%	u
O=C(CSc1nc2ccccc2n1Cc1ccccc1Cl)N/N=C/c1ccccc1C(=O)O	u	-3%	-1%	2%	11%	10%	5%	-13%	u
COc1ccc(-c2nc(N)n(S(=O)(=O)c3ccc(C)cc3)n2)cc1	0%	-3%	-18%	0%	-4%	15%	1%	-11%	u

2 entries picked at random from the list so far, as already listed:
SMILES	GLP1R inv ag	SW480 rerep	HT1080NT lethal	HT1080 IDH1KD tx	TDP43 rescue	GLP1R ag	GLP1R cytotox	KB-3-1 cytotox	KB-V1 cytotox
CCOc1cc(/C=N/NC(=O)CSc2nncn2C)ccc1OC(=O)c1ccc(Cl)cc1	-7%	1%	0%	1%	8%	7%	15%	-6%	-2%
CSCCC(NS(=O)(=O)c1ccccc1F)C(=O)OCc1ccccc1Cl (configuration not stated)	u	6%	-8%	-3%	10%	7%	1%	-1%	-97%

The listing picks up, repeating the 3 entries before the break.
SMILES	GLP1R inv ag	SW480 rerep	HT1080NT lethal	HT1080 IDH1KD tx	TDP43 rescue	GLP1R ag	GLP1R cytotox	KB-3-1 cytotox	KB-V1 cytotox
CC(=O)NC1C(=O)N(Cc2ccccc2)c2ccc(Br)cc21 (configuration not stated)	u	-2%	-3%	0%	4%	-3%	u	5%	u
O=C(CSc1nc2ccccc2n1Cc1ccccc1Cl)N/N=C/c1ccccc1C(=O)O	u	-3%	-1%	2%	11%	10%	5%	-13%	u
COc1ccc(-c2nc(N)n(S(=O)(=O)c3ccc(C)cc3)n2)cc1	0%	-3%	-18%	0%	-4%	15%	1%	-11%	u
O=C(NCc1ccccc1)C1(C(F)(F)F)C/C(=C/CCO)CCCO1 (configuration not stated)	1%	-9%	10%	6%	16%	2%	5%	0%	5%
CCCCNC(=O)CCCN1C(=O)c2cccnc2Sc2ccccc21	9%	-2%	-5%	0%	19%	-3%	-2%	-20%	-16%
CCOC(=O)N1CCN(C(=O)C2CCN(Cc3nc(-c4ccccc4C)oc3C)CC2)CC1	-28%	-4%	-26%	-12%	8%	7%	-7%	-26%	1%
COc1ccc(-c2nc(-c3ccncc3)no2)cc1	3%	-2%	12%	-1%	u	-2%	-1%	-10%	u
Cc1ccc(N(CC(=O)NC2CCCC2)C(=O)CCC(=O)Nc2nccs2)c(C)c1	-25%	-4%	-11%	-14%	-3%	10%	-7%	0%	u
Cc1ccc(N/C(N)=N/c2nc(C(F)(F)F)cc(C(F)(F)F)n2)cc1	u	3%	18%	10%	28%	8%	0%	9%	25%
CCOC(=O)c1cc2c(=O)n3ccccc3nc2n(C(C)C)c1=NC(=O)c1cc2ccccc2o1	16%	x	x	x	18%	x	-5%	0%	-11%
CCS(=O)(=O)N1CCN(c2ccccc2F)CC1	18%	-8%	8%	14%	0%	-4%	-4%	0%	14%
CCOC(=O)[C@]12CCCC=C1N(Cc1ccc3c(c1)OCO3)C(=O)[C@H](CC(=O)NCCC(C)C)C2	u	x	-11%	-7%	16%	-4%	-1%	-21%	1%
CN(Cc1n[nH]c(=S)n1C)S(=O)(=O)c1ccccc1	15%	2%	-43%	-11%	-20%	-1%	-9%	-6%	-4%
CN(C)/C=C/C(=O)c1cccc(C(F)(F)F)c1	-28%	4%	-4%	1%	6%	0%	10%	18%	-1%
CCOc1ccc(C(C)=O)cc1CN1C(=O)NC(C)(C2CC2)C1=O (configuration not stated)	7%	-7%	0%	-2%	13%	7%	-11%	-2%	-8%
CCOc1cc(NC(=S)Nc2cccc(OC)c2)c(OCC)cc1NC(=O)c1ccc(C)cc1	0%	u	u	u	-12%	-5%	-16%	4%	u
CN1CCOc2ccc(S(=O)(=O)NCCc3ccc(Cl)cc3)cc21	u	3%	4%	-5%	21%	-1%	-4%	2%	-4%
O=[N+]([O-])c1cccnc1SCc1c(F)cccc1Cl	u	-3%	-11%	-7%	-13%[1.82 µM]	18%	-2%	-1%	-4%
O=C(NC1CCCCC1)N1CCN(Cc2nc3ccccc3c(=O)[nH]2)CC1	-4%	-1%	-4%	0%	-8%	0%	18%	1%	17%
CCC1Nc2ncnc(N3CCN(c4ccccc4)CC3)c2N(Cc2ccc(OC)cc2)C1=O (configuration not stated)	u	9%	u	-8%	-8%	12%	-1%	7%	23%
O=C(Nc1ccc2nc3n(c(=O)c2c1)CCCC3)c1cccnc1Cl	12%	-1%	12%	9%	8%	2%	-25%	21%	10%
CSc1nc(N)nc2c1ncn2C1OC(CO)CC1O (configuration not stated)	16%	2%	0%	-4%	12%	-9%	7%	6%	-3%
Cc1cc(N2CCOCC2)nc2ccc(Cl)cc12	45%[activator]	-4%	9%	5%	-7%	11%	34%[activator]	-11%	-12%
O=C1CCN(C(=O)c2ccccc2)C2CCCCC12 (configuration not stated)	8%	-4%	9%	0%	-1%	4%	12%	-3%	-4%
CCc1ccc2nc(SCC(=O)N(CC)CC)c(C#N)cc2c1	u	1%	-1%	-2%	8%	u	-9%	-4%	13µM*
Cc1n(CC(O)COC2CCCCC2)c2ccccc2[n+]1C (configuration not stated)	-5%	-21%	10%	1%	-4%	-5%	-5%	-18%	13%
COc1cccc(OCc2cc(C(=O)N(C)C3CCCCC3)no2)c1	-29%	x	10%	6%	29%	18%	-26%	2%	-29%
O=C(CCS(=O)(=O)c1ccc(Br)cc1)NC1CCCC1	2%	-19%	8%	-5%	-8%	-1%	1%	9%	4%
Cc1ccc(S(=O)(=O)NC(C)C(=O)Nc2ccc3c(c2)OCO3)cc1 (configuration not stated)	9%	-19%	-2%	5%	2%	5%	-2%	0%	-1%
Cc1c(C(=O)O)cccc1-c1ccc(/C=N/n2cnnc2)o1	65%[activator]	-12%	14%	1%	-2%	-6%	-13%	2%	0%
Cc1ccc(-c2nc(-c3ccncc3)no2)cc1C	1%	-8%	9%	20%	u	22%	-4%	2%	u
COc1ccc(CN2C(=O)C(CC(=O)NCc3ccco3)CC(C(=O)N3CCOCC3)=C2C)cc1 (configuration not stated)	-7%	x	3%	4%	18%	12%	-13%	43%	u
CCc1cccc(C)c1NC(=O)c1ccc2c(c1)CCN2S(C)(=O)=O	u	-2%	-8%	-17%	-20%	1%	-5%	1%	-12%
CNC(=O)CN(c1ccc2c(c1)OCCO2)S(C)(=O)=O	8%	-12%	9%	0%	-26%	-12%	2%	3%	0%
Cc1cccc(NC(=O)Nc2ccncc2)c1	11%	3%	8%	4%	21%	-3%	-23%	1%	1%
CCOC(=O)C1=C(C)NC(=S)NC1c1ccc(OCC(=O)N2CCCCC2)cc1 (configuration not stated)	9%	0%	0%	-5%	-9%	15%	1%	u	-3%
Cc1ccc2c(CN(C)Cc3cccc(F)c3)cc(=O)oc2c1	3%	u	1%	-3%	7%	25%	-2%	-23%	-18%
CCOC(=O)c1cnc(Nc2nc3ccccc3o2)nc1CN1CCN(C)CC1	6%	u	u	15µM*	-3%	-1%	-29%	u	13µM*
CC(=O)Nc1cccc(-c2nc3ccccc3s2)c1	78%[activator]	-3%	-29%	-27%	8.9µM*	-7%	-19%	4%	0%
CSc1ccccc1NC(=O)Nc1ccc(F)c(Cl)c1	0%	-1%	-3%	1%	-3%	0%	14%	1%	21µM*
COc1ccc(NC(=S)NN2C(C)CCCC2C)cc1 (configuration not stated)	u	-7%	-5%	-4%	14%	2%	-5%[1.53 µM]	0%	-17%
CCc1ccc(NC(=O)CN2C(C(=O)OC)=C(c3ccccc3)c3ccccc3S2(=O)=O)cc1	u	x	x	x	u	-1%	-1%	0%	u
O=C(O)CSC1CC(=O)N(c2cccc(Cl)c2)C1=O (configuration not stated)	18%	-1%	3%	4%	18%	-7%	37%[activator]	-2%	1%
CCOC(=O)c1cnn(-c2ccccc2)c1N	28%	-2%	4%	25%	0%	0%	11%	4%	-15%
CCCCCn1c(SCCC(C)C)nc2c1c(=O)[nH]c(=O)n2C	0%	-1%	u	21µM*	24%	21%	-12%	-5%	-19%
CC1CC(C)CN(C(=O)C2CCN(S(=O)(=O)c3ccc4c(c3)CC(C)N4C(=O)C3CC3)CC2)C1 (configuration not stated)	-2%	-11%	-17%	-5%	8%	8%	-11%	24%	-6%

Copied from the list.
KB-3-1 cytotox with Cc1c(C(=O)O)cccc1-c1ccc(/C=N/n2cnnc2)o1 → 2%
GLP1R inv ag with COc1cc2cc(CCCO)oc(=O)c2cc1OC → 26%
